Bioassay records from PubChem.
M. tuberculosis = growth inhibition of non-replicating M. tuberculosis (AID 488890); Mycobacterium tuberculosis non-replicating, growth inhibition; higher % means a stronger effect; inhibition, % at 25 µM; hits with a dose series show IC50 in µM; 320,000 compounds, 0.39% hits; in the data active = a potency from the dose series; inconclusive = inhibition mostly from about 82% at the one dose, without a potency; inactive = the rest, 99 in 100 with inhibition below about 76%;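 note: plate controls were DMSO cells for no effect and high antibiotic wells for full effect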
M. tuberculosis HTS = M. tuberculosis growth inhibition, HTS (AID 449762) | M. tuberculosis H37Rv growth inhibition, 7H9 media; higher % means a stronger effect | inhibition, % at 25 µM, or IC50 in µM where a hit was titrated | 330,000 compounds, 0.59% hits; in the data active = a potency from the dose series; inconclusive = inhibition above about 70% without an active follow-up result;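 note: bacterial growth assessed after seven days of incubation; strong numbers were not always called active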
PhoP GFP inhibition = PhoP regulon inhibitors, Salmonella typhi PhoP promoter GFP reporter, confirmatory (AID 1850) | 310,000 compounds, 0.33% hits | Salmonella Typhi PhoP-promoter GFP reporter, fluorescence, 4 h; higher % means a stronger effect | inhibition, % at 50 µM; hits with a dose series show IC50 in µM; in the data active = a potency from the dose series; inconclusive = inhibition mostly from about 25% at the one dose, without a potency; inactive = the rest, 99 in 100 with inhibition below about 19%;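 note: 0% = induced wells with vehicle and 100% = uninduced wells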
inhibitors of VEEV = inhibitors of VEEV TC-83 cytopathic effect, confirmation, Vero cells (AID 588727) | Vero cells, VEEV TC-83 cytopathic effect inhibition; higher % means a stronger effect | one-dose inhibition, % at 20 µM; IC50 in µM for titrated hits | 350,000 compounds, 0.13% hits; in the data active = a potency from the dose series; inconclusive = inhibition mostly from about 14% at the one dose, without a potency; inactive = the rest, 99 in 100 with inhibition below about 12%; note: strong numbers were not always called active
H1N1 NS1A inhibition = H1N1 influenza NS1A inhibitors, functional cell based assay (AID 504329). NS1A functional cell-based assay, percent inhibition; higher % means a stronger effect. one-dose inhibition, % at 12.5 µM; IC50 in µM for titrated hits. 340,000 compounds, 0.3% hits; in the data active = a potency from the dose series; inconclusive = inhibition above about 27% without an active follow-up result; note: strong numbers were not always called active
inhibitors of VEEV 10K pilot screen = recorded beside inhibitors of VEEV, whose call it bears; inhibition, %; measured here: 10K pilot screen inhibition
An asterisk follows results filed as active; i = inactive; ? = inconclusive; nt = no result given.

SMILES	M. tuberculosis	M. tuberculosis HTS	PhoP GFP inhibition	inhibitors of VEEV	H1N1 NS1A inhibition	others
Cc1ccc(CNC(=O)Cn2c(=O)oc3ccccc32)o1	2%	3%	-4%	2.0%	20%
CSCC[C@H](NC(=O)Nc1ccccc1C)C(=O)O	-3%	-9%	21%	0.2%	11%
COc1ccc(-n2c(SCC(=O)NCC3CCCO3)nc3c(c2=O)SCC3)cc1 (stereo unspecified)	-16%	8%	-2%	3.6%	-6%
Cc1cc(C(=O)NNC(=O)CN2C(=O)NC(C)(c3ccccc3)C2=O)c(C)o1 (stereo unspecified)	-5%	2%	-7%	1.7%	-9%
Cc1ccc(S(=O)(=O)NCC(=O)OCC(=O)c2ccc(S(=O)(=O)N3CCCCC3)cc2)cc1C	nt	nt	nt	1.3%	-3%
CC(C)c1ccc(C(C)NC(=O)C2CCCC2)cc1 (stereo unspecified)	77%	6%	-3%	i	-3%
CCOC(=O)c1c(NC(=O)CSc2nc3ccccc3c(=O)n2-c2ccc(F)cc2)sc(C(C)=O)c1C	-16%	3%	-5%	i	10%
CC(=O)Nc1ccc(NC(=O)CSc2nc(C)nc3sc(C)c(C)c23)cc1	-3%	-2%	4%	0.3%	5%
CC(=O)c1ccccc1OC(=O)CCN1C(=O)c2ccccc2C1=O	-12%	-4%	1%	i	4%
Cc1ccc(N2CCN(S(=O)(=O)N3CCCCCC3)CC2)cc1Cl	-5%	-1%	14%	1.8%	31%
COc1ccc(C(=O)C(C)OC(=O)c2nc3nccc(C)n3n2)cc1 (stereo unspecified)	5%	-3%	nt	i	-9%
O=C(c1ccc(F)cc1)N1CCN(C(=O)c2cccnc2)CC1	-5%	-6%	-6%	1.4%	8%
Cc1cc(=O)[nH]c2nnc(-c3ccc(Br)cc3)n12	-9%	-1%	11%	2.4%	0%
O=C(O)CC/C(=N/NC(=O)c1ccc(-c2ccccc2)cc1)c1ccccc1	-8%	-10%	-6%	1.7%	-11%
Cc1ccc(-c2nnnn2-c2ccccc2C(=O)O)cc1	0%	-10%	-15%	2.8%	-19%
COC(=O)C1=C(c2cccc(OCc3ccccc3)c2)C[C@@H]2CC[C@H]1N2C(=O)NCCN1CCOCC1	7%	4%	nt	0.8%	11%	inhibitors of VEEV 10K pilot screen=0.0
COc1cc(S(=O)(=O)N2CCN(C)CC2)c(OC)cc1Cl	-6%	1%	-2%	i	-19%
Cc1ccnc(NS(=O)(=O)c2cnc(Cl)c(Br)c2)c1	27%	-6%	-5%	2.4%	-2%
Cn1ncc([N+](=O)[O-])c1C(=O)Nc1cccc2ccccc12	-1%	-8%	13%	1.3%	0%
CCN(CC)CCN(Cc1cc2ccc(C)cc2[nH]c1=O)C(=O)NC1CCCCC1	15%	2%	7%	1.3%	2%
CCOC(=O)c1cc(-c2ccccc2)sc1NC(=O)CCN1C(=O)c2ccccc2C1=O	6%	-6%	-3%	0.1%	-4%
O=C1C=C(c2ccc3cc[nH]c3c2)C[C@@H](c2ccc3c(c2)OCO3)C1	-9%	32%	nt	0.3%	-7%	inhibitors of VEEV 10K pilot screen=7.5
CC(NCC(O)COc1ccc(S(=O)(=O)N2CCOCC2)cc1)c1ccccc1 (stereo unspecified)	0%	4%	15%	0.1%	-10%
Cc1ccnc(NC(=O)c2cccc(S(=O)(=O)Nc3ccc(C)cc3C)c2)c1	43%	-7%	nt	3.9%	1%
O=S(=O)(NCc1ccco1)c1ccc2c(c1)Cc1ccccc1-2	34%	11%	-2%	i	-10%
O=C1CCc2cc(S(=O)(=O)NC(Cc3ccccc3)C(=O)NC3CCCCC3)ccc2N1 (stereo unspecified)	20%	-2%	7%	0.2%	-7%
CCOC(=O)C(=CNNc1c(C)csc1C(=O)OC)C(=O)OCC	?	7%	-3%	i	-1%
Cc1[nH]nc2c1C(c1ccccc1)C1=C(CC(C)(C)CC1=O)N2 (stereo unspecified)	8%	-3%	?	5.9%	14%
C[C@H]1CN([C@@H](C)CO)C(=O)c2cc(NC(=O)Cc3ccccc3)ccc2O[C@H]1CN(C)Cc1ccccc1	27%	6%	nt	0.7%	-1%
CCOC(=O)c1nnn(CC(=O)N2N=C(c3cccc4ccccc34)CC2c2ccccc2)c1C(=O)OCC (stereo unspecified)	-5%	-4%	-13%	2.2%	0%

Reprinted from the part before: 7 compounds; new compounds follow.
SMILES	M. tuberculosis	M. tuberculosis HTS	PhoP GFP inhibition	inhibitors of VEEV	H1N1 NS1A inhibition	others
Cc1ccnc(NC(=O)c2cccc(S(=O)(=O)Nc3ccc(C)cc3C)c2)c1	43%	-7%	nt	3.9%	1%
O=S(=O)(NCc1ccco1)c1ccc2c(c1)Cc1ccccc1-2	34%	11%	-2%	i	-10%
O=C1CCc2cc(S(=O)(=O)NC(Cc3ccccc3)C(=O)NC3CCCCC3)ccc2N1 (stereo unspecified)	20%	-2%	7%	0.2%	-7%
CCOC(=O)C(=CNNc1c(C)csc1C(=O)OC)C(=O)OCC	?	7%	-3%	i	-1%
Cc1[nH]nc2c1C(c1ccccc1)C1=C(CC(C)(C)CC1=O)N2 (stereo unspecified)	8%	-3%	?	5.9%	14%
C[C@H]1CN([C@@H](C)CO)C(=O)c2cc(NC(=O)Cc3ccccc3)ccc2O[C@H]1CN(C)Cc1ccccc1	27%	6%	nt	0.7%	-1%
CCOC(=O)c1nnn(CC(=O)N2N=C(c3cccc4ccccc34)CC2c2ccccc2)c1C(=O)OCC (stereo unspecified)	-5%	-4%	-13%	2.2%	0%
COc1ccc(C(=O)NCC(=O)NCC(=O)OCC(=O)C(C)(C)C)cc1	-7%	1%	-3%	1.0%	-10%
CCOC(=O)c1sc(CS(=O)(=O)c2ccc(Cl)cc2)nc1C	0%	0%	7%	i	2%
C=CCNC(=S)NCC=C	-5%	1%	12%	0.6%	4%
CC(C)=CC1C(C(=O)NCCc2ccccc2)C1(C)C (stereo unspecified)	23%	-15%	1%	i	-15%
CCOC(=O)c1c(C)n(C)c2cc(-c3ccc(C)cc3)c(O)cc12	-21%	5%	-2%	0.6%	5%
Cc1nc(-c2nc(C(=O)NNS(C)(=O)=O)cs2)cs1	-12%	1%	-19%	i	1%
O=[N+]([O-])c1ccc2ccn(C3OCC(O)C(O)C3O)c2c1 (stereo unspecified)	-1%	0%	2%	2.5%	-1%
COC(=O)C1=C(C)N(c2ccc(OC)cc2)C(=O)/C1=C\c1cccs1	33%	-1%	-3%	0.2%	6%
Cc1cc(C)c(S(=O)(=O)Cc2ccccc2)c(OC(C)C)n1	12%	8%	7%	i	-3%
O=C(CCN1CCCCC1)c1cccc(Cl)c1	nt	nt	nt	0.8%	-10%
Cc1ccc(S(=O)(=O)N(C)C)cc1NC(=O)CSc1ncc(C(F)(F)F)cc1Cl	11%	-5%	5%	1.9%	-4%
CCC1C2Cn3c(nc4ccccc43)C1N(C)O2 (stereo unspecified)	-9%	-2%	3%	0.1%	5%
Cc1nnc(SCCn2c(N3CCCCC3)nc3c2c(=O)n(C)c(=O)n3C)s1	nt	nt	-18%	2.5%	1%
CC1(C)CC(=O)C2=C(C1)OC(N)=C(C#N)[C@@]21C(=O)N(CC(N)=O)c2ccccc21	nt	-16%	-11%	0.6%	5%
C/C(=N\NC(=O)Cn1ccc(C(F)(F)F)n1)c1ccc(N2CCOCC2)cc1	1%	-1%	8%	0.9%	8%
COc1ccc([N+](=O)[O-])cc1NC(=O)CSc1ncccn1	-9%	-1%	0%	0.1%	nt
O=C(CN1CCN(S(=O)(=O)c2ccc(F)cc2)CC1)Nc1ccccc1F	-10%	-4%	9%	1.1%	2%
O=C(NCC1CCC(C(=O)O)CC1)OCc1ccccc1 (stereo unspecified)	31%	-6%	8%	i	-9%
C#CCOC(=O)c1ccccc1C(=O)O	-1%	6%	8%	0.7%	-3%
COc1ccc(-n2nc(C(=O)NCC(=O)NC(C)C)c3ccccc3c2=O)cc1OC	-4%	-5%	-1%	0.8%	-1%
COc1cc(OC)c(OC)cc1CN1CCC(O)CC1	-5%	-5%	4%	0.2%	15%
CCc1cc(C=C(Cl)Cl)oc(=O)c1C	10%	4%	4%	1.2%	-5%
COc1cccc(C(=O)C(C#N)=C(SC)SC)c1	?	1%	-1%	1.2%	-22%
CCCCN(C(=O)C1CC(=O)N(Cc2ccc(C)cc2)C1)c1c(N)n(CCCC)c(=O)[nH]c1=O (stereo unspecified)	22%	2%	1%	1.2%	-5%
CC(C)(CSc1ncccn1)NS(=O)(=O)c1ccccc1	4%	6%	3%	0.1%	-10%
Cc1ccc2nc(C)cc(N/N=C/c3ccc(F)cc3)c2c1	-6%	8%	-12%	0.8%	-1%
Cc1nn(-c2ccccc2)c(Cl)c1C(=O)Nc1c(C)n(C)n(-c2ccccc2)c1=O	3%	2%	4%	0.4%	1%
COc1ccc(C(=O)Nc2cccnc2Cl)cc1OC	-11%	1%	-3%	1.2%	-2%
O=C(Nc1ccc(S(=O)(=O)NC2=NCCCCC2)cc1)c1cc(S(=O)(=O)N2CCOCC2)ccc1F	13%	-10%	-5%	6.4%	-7%
CC(=O)N1C(C)(C)CC(=NOC(=O)c2ccc(C)cc2)CC1(C)C	10%	-1%	-21%	1.0%	-5%
O=C(NCCCN1CCOCC1)c1nn(-c2ccccc2)c(=O)c2ccccc12	-11%	-2%	-5%	i	7%
COc1ccc(NC(=O)CC(C)C)c([N+](=O)[O-])c1	-20%	-5%	-3%	0.3%	-2%
COc1ccc(S(=O)(=O)n2nc(OCc3cccs3)cc2N)cc1	1%	-3%	7%	0.1%	3%	inhibitors of VEEV 10K pilot screen=0.6
Cc1ccc(C)c(NC(=O)CN(C)C(=O)Cn2c(=O)oc3ccccc32)c1	-16%	-2%	4%	11%	-8%
Cc1cc(OC(F)F)ccc1NC(=S)NC1CCCC1	?	6%	-3%	1.8%	-2%
NS(=O)(=O)c1ccc(CCNC(=O)CN2C(=O)c3ccccc3S2(=O)=O)cc1	-23%	-10%	14%	0.8%	-4%
Cc1cc(NS(=O)(=O)c2ccc(NC(=O)COc3ccc(C#N)cc3)cc2)nc(C)n1	53%	9%	nt	2.9%	-7%
Cc1[nH]n(-c2ccccc2)c(=O)c1CCO	-6%	3%	-1%	0.9%	3%
CC(C)C(NC(=O)c1ccc(Cl)cc1Cl)C(=O)N1CCC1 (stereo unspecified)	10%	-2%	nt	1.4%	3%
CC(C)Nc1nc(NC(C)C)nc(Nn2cnnc2)n1	-5%	-7%	1%	2.2%	2%
CCOc1ccc(/C=C\C(C)=N\O)cc1	16%	-5%	-15%	i	6%
CCCCCC1=C(C(=O)OC)C(C(=O)OCC)N(S(=O)(=O)C(F)(F)F)c2ccccc21 (stereo unspecified)	nt	nt	nt	0.3%	-20%
O=C(CSc1nc2ncc(Cl)cc2[nH]1)c1ccc2c(c1)OCO2	1%	-1%	0%	0.8%	nt

By substructure, those above with a CF3 group
SMILES	M. tuberculosis	M. tuberculosis HTS	PhoP GFP inhibition	inhibitors of VEEV	H1N1 NS1A inhibition	others
Cc1ccc(S(=O)(=O)N(C)C)cc1NC(=O)CSc1ncc(C(F)(F)F)cc1Cl	11%	-5%	5%	1.9%	-4%
C/C(=N\NC(=O)Cn1ccc(C(F)(F)F)n1)c1ccc(N2CCOCC2)cc1	1%	-1%	8%	0.9%	8%
CCCCCC1=C(C(=O)OC)C(C(=O)OCC)N(S(=O)(=O)C(F)(F)F)c2ccccc21 (stereo unspecified)	nt	nt	nt	0.3%	-20%
